# Ecoli viability = E. coli V3065 growth inhibition, primary screen, counter-screen for AddAB inhibitor project, absorbance, OD600; 18 h; inhibition, % at 11.9 µM; actives 0.27% (n = 330,000);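 active = inhibition above the campaign's mean inhibition across all tested compounds plus 3 SD, cut at about 9.9% in these data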;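 also: uninfected addAB+ strain grown without phage in ampicillin broth; 0% = DMSO wells and 100% = ciprofloxacin 0.95 µg/ml wells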
# AddAB inh = growth inhibition of E. coli expressing H. pylori AddAB, primary screen, AddAB inhibitor project, absorbance | inhibition, % at 11.9 µM | AID 435030, 2010 | actives 0.29% (n = 330,000); in the data active = inhibition above about 12%;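 also: 0% = vehicle wells of infected cells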
# MOR-DOR inv ag = inverse agonists of MOR-DOR heterodimerization, primary screen, cell-based, luminescence; Mu-type opioid receptor (Homo sapiens) + Delta-type opioid receptor (Homo sapiens), …; AID 504357, 2011; cell-based MOR-DOR heterodimer luminescence, inverse agonism; inhibition, % at 9.3 µM; actives 0.21% (n = 340,000); in the data active = inhibition above about 22%, passing the limit was not always enough;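 also: 0% = cells with DMSO and 100% = wells without cells with DMSO; values of inactives mirror those of a sister screen read the other way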
# Target sequence (P35372 whole entry, looked up): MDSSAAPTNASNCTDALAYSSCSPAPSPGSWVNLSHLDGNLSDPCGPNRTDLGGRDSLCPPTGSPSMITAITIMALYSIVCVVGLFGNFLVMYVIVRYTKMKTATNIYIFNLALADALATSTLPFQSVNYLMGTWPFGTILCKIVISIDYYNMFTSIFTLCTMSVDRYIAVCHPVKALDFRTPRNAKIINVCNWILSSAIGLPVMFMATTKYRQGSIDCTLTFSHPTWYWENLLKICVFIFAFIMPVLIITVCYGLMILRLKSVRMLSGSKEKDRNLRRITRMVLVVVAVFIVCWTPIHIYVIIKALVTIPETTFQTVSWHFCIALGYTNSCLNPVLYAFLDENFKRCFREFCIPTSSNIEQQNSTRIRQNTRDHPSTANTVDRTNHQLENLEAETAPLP
# Target sequence (P41143 whole entry, looked up): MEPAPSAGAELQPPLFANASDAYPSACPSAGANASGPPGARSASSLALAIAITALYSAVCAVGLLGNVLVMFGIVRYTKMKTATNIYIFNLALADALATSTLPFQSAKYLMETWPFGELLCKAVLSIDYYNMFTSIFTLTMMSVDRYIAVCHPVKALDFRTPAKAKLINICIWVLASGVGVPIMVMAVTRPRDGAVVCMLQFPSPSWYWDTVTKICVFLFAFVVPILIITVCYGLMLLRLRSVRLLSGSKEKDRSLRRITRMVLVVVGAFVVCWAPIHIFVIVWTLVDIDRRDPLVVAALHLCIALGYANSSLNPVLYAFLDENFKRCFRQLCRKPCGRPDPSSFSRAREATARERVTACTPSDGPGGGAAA
# Tat export inh = E. coli Tat export inhibitors, primary screen, MC4100, TorA-mCherry reporter, fluorescence, single point; inhibition, % at 10 µM; actives 0.036% (n = 340,000);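 active = mean replicate inhibition at least 50% and at least half of replicates individually reaching 50%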;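 also: exported cargo escapes ClpAP degradation while cytoplasmic cargo is degraded and loses fluorescence; 0% = median of neutral control wells and 100% = median of NaSCN control wells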
# HTR5A inv ctr = HTR5A inverse agonists in luminescence cell assay, primary screen, counter-screen for OPRM1-OPRD1 heterodimer inverse agonist project, full-deck HTS; HTR5A cell line, inverse agonism; inhibition, % at 9.3 µM; AID 504634, 2011; actives 0.083% (n = 340,000); 5-hydroxytryptamine receptor 5A (Homo sapiens), P47898; in the data active = inhibition mostly above about 23%, no sharp cut-off; inactive = mostly below about 18%;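 also: 0% = cells with DMSO and 100% = no-cell wells with DMSO; some compounds called inactive have numbers as strong as hits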
# PfHsp90 set2 = growth inhibition of PfHsp90-expressing yeast, primary screen, antimalarial PfHsp90 inhibitor project, S. cerevisiae, BacTiter-Glo luminescence, single point, set 2. actives 0.32% (n = 310,000). BacTiter-Glo ATP, 48 h; yeast lacking PDR1 and PDR3 efflux regulators. inhibition, % at 9.4 µM;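 active = every replicate shows inhibition above about 80%, whatever the replicate mean, limit read from the data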;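 also: 0% = DMSO neutral controls and 100% = 20 µM radicicol positive controls; yeast relying on Plasmodium falciparum Hsp90 in place of its own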
# PKA-R2B activ = activators of PKA-R2B holoenzyme, primary screen, biochemical, fluorescence polarization, Cy5-IP20, human; PKA-R2B holoenzyme dissociation; R2B truncated from residue 108, S112A mutant; 0% DMSO only, 100% 113 µM cGMP; activation, % at 11.4 µM; actives 0.079% (n = 340,000); AID 504700, 2011;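 active = activation above a cutoff set at the mean over all compounds plus 3 SD, cut at about 18% in these data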;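 also: higher means more holoenzyme dissociation and a rise in polarization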
# PKA-R1A act = activators of PKA-R1A holoenzyme, primary screen, biochemical, fluorescence polarization, Cy5-IP20, bovine R1A, mouse PKAc | cAMP-dependent protein kinase type I-alpha regulatory subunit (Bos taurus) + … | PKA-R1A dissociation; scaled: DMSO 0%, 113 µM cGMP 100% | activation, % at 11.4 µM | actives 0.083% (n = 340,000) | AID 504707, 2011;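 active = percent activation above the mean of all tested compounds plus 3 SD, cut at about 19% in these data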;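 also: higher means more PKAc released from R1A so a rise in polarization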
# OPRM1-OPRD1 ag = agonists of OPRM1-OPRD1 heterodimerization, primary screen, cell-based, luminescence. Mu-type opioid receptor (Homo sapiens) + Delta-type opioid receptor (Homo sapiens), …. cells. activation, % at 9.3 µM. AID 504326, 2011. actives 0.3% (n = 340,000); in the data active = activation above about 18%;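 also: 0% = vehicle-treated cells and 100% = reference agonist; values of inactives mirror those of a sister screen read the other way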
# Mot1-301 SUMO = yeast Mot1-301 growth rescue at high temperature, primary screen, SUMOylation pathway inhibitor project, S. cerevisiae, ATP luminescence, 38.5C; AID 2716, 2010; growth rescue, % at 18.8 µM; actives 1% (n = 320,000); S. cerevisiae Mot1-301 growth rescue; percent above DMSO median, 100 means doubled;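 active = every valid replicate shows activation above 250% relative to neutral control wells; inactive = the rest, any valid replicate at or below 250%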;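 also: OY570 slx delta 5 strain wells were the positive control but not used for scaling; some compounds called inactive have numbers as strong as hits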
# phage Ecoli inh = growth loss of phage-infected E. coli, primary screen, RecBCD inhibitor project, absorbance, with phage, HTS | inhibition, % at 11.9 µM | actives 0.26% (n = 360,000); in the data active = inhibition above about 11%
# Numbers without * were called inactive; x = no result given.
SMILES,Ecoli viability,AddAB inh,MOR-DOR inv ag,Tat export inh,HTR5A inv ctr,PfHsp90 set2,PKA-R2B activ,PKA-R1A act,OPRM1-OPRD1 ag,Mot1-301 SUMO,phage Ecoli inh
C(=N\N1CCN(c2ccccn2)CC1)/C1=C(N2CCOCC2)C(=C/c2ccccc2)/CC1,-0.5,5.5,4.7,-1.8,0.7,-21.4,-13.6,5.2,-1.0,5.7,4.7
CCCC(c1nnnn1C(C)(C)CC)N1CCN(C2CCCC2)CC1 (stereo not drawn),0.3,0.3,11.2,2.4,-30.7,7.0,-7.9,-1.1,-2.6,0.4,-1.7
COC(=O)C1C(c2ccc(OC)cc2)NC(=O)NC1(O)C(F)(F)Cl (stereo not drawn),2.2,-1.4,0.2,-6.0,-19.1,20.2,1.5,-5.4,0.0,49.1,3.5
CC(=O)c1c(C)[nH]c(C(=O)OCc2ccccc2F)c1C,-2.8,0.3,5.1,-3.2,-2.3,-13.5,4.8,4.9,-1.1,x,3.7
CCOC(=O)C1=C(c2ccccc2)Nc2nc(C)nn2C1c1cccc(OC)c1OC (stereo not drawn),1.2,0.5,3.6,5.1,6.0,-14.6,5.4,-0.8,-0.7,10.7,0.6
CCCC(=O)N(c1ccc2oc(C)c(C(C)=O)c2c1)S(=O)(=O)c1ccc(C(=O)O)cc1,-0.8,1.8,6.5,11.1,-8.9,-37.0,8.4,1.4,-1.2,47.4,0.6
O=C1[C@H](Oc2ccccc2)[C@@H](c2ccccc2)N1c1ccncc1,-1.4,-1.9,18.2,3.2,-34.3,7.9,-3.4,-2.0,-3.7,x,1.0
COc1cccc(CNCc2cccc(OC)c2O)c1O,x,x,5.1,-4.6,6.4,-29.2,6.6,7.2,-1.0,x,1.4
CN1CCN(C(=O)C(C(=O)c2ccc(F)cc2)n2ccccc2=O)CC1 (stereo not drawn),0.3,0.1,6.6,2.0,-11.3,-20.4,11.1,6.3,-1.1,8.3,2.7
CC(C)(C)C(=O)Nc1ccc(N2CCCC2)cc1,4.2,2.5,-7.9,-0.9,-27.9,-1.2,0.2,2.3,1.4,4.4,1.5
O=C(CNC(=O)c1ccccc1Cl)N/N=C/c1ccc([N+](=O)[O-])s1,-1.9,1.3,-36.1,-15.1,-13.8,15.9,-6.9,-4.7,5.1,7.9,2.5
O=C1Nc2ccccc2SC1c1ccccc1 (stereo not drawn),x,x,6.9,5.4,4.5,-14.3,-17.1,-6.1,-1.4,-6.4,1.4
Cc1ccc2[nH]c(=O)c(CN(Cc3ccco3)C(=O)CN3CCCC(C)C3)cc2c1 (stereo not drawn),1.5,2.6,0.7,-0.2,1.8,-5.4,10.0,-0.7,-0.1,-8.8,2.1
O=C(O)c1ccc(-n2nc(C(F)(F)F)c3c2-c2ccoc2CC3)cc1,1.6,2.2,4.5,-3.0,10.8,x,-10.5,-6.8,-1.0,-4.7,2.3
NC(=O)c1ccc(Oc2cccc3cccnc23)c([N+](=O)[O-])c1,0.8,2.2,-11.5,-2.7,3.7,7.8,-3.3,4.2,2.4,10.2,3.2
COc1ccc(NS(=O)(=O)c2ccc(N3C(=O)CCC3=O)cc2)cc1,-3.6,0.7,15.5,0.6,-15.4,12.1,3.4,2.8,-3.1,1.9,2.2
Cc1cc2c(s1)c1cnn(Cc3ccccc3F)c(=O)c1n2C,-1.9,-2.9,-3.0,-1.9,6.8,-14.6,6.5,9.6,0.6,131.8,3.7
Cc1ccc(C)c(NC(=O)C2CCCN2/C=C/C(=O)C(F)(F)F)c1 (stereo not drawn),0.7,3.5,14.3,2.6,25.8,5.2,-3.5,-5.1,-3.2,7.1,3.5
O=C(Nc1ccccc1)C1CCCN(C(=O)c2ccc(F)cc2)C1 (stereo not drawn),1.1,2.3,15.2,3.8,-9.5,x,9.5,-4.2,-3.8,-9.2,2.0
Cc1cc(NC(=O)CSc2nc(C(C)C)nc3ccccc23)no1,-2.0,2.3,5.2,0.8,-3.9,-43.6,8.6,-7.3,-0.8,9.8,1.8
C=CCNC(=S)N1CCC(Cc2ccccc2)CC1,x,x,-1.7,-0.7,9.1,-18.4,1.4,-2.0,0.2,1.7,1.6
Cc1ccc(C)c(Oc2coc3cc(OC(=O)c4cccs4)ccc3c2=O)c1,0.5,-1.8,-3.2,5.7,10.7,2.8,-7.6,-7.9,0.5,7.5,1.2
COc1ccccc1NC(=O)Nc1nc(CC(=O)Nc2ccc(F)c(F)c2)cs1,0.2,2.0,-47.5,-3.2,-1.1,x,-2.1,-9.9,7.3,-1.5,5.1
CN(CC(=O)Nc1cccc(F)c1)C(=O)c1cn(-c2ccccc2)nc1-c1cccs1,1.2,2.7,-18.1,-3.3,8.7,-3.2,2.3,-8.7,3.5,-1.6,0.4
c1ccc(-n2cnnc2SCc2cn3ccccc3n2)cc1,-1.0,2.5,14.5,-8.9,-44.6,-9.7,-7.1,-13.1,-2.7,-19.1,1.7

# A portion of the results above:
SMILES,Ecoli viability,AddAB inh,MOR-DOR inv ag,Tat export inh,HTR5A inv ctr,PfHsp90 set2,PKA-R2B activ,PKA-R1A act,OPRM1-OPRD1 ag,Mot1-301 SUMO,phage Ecoli inh
CN(CC(=O)Nc1cccc(F)c1)C(=O)c1cn(-c2ccccc2)nc1-c1cccs1,1.2,2.7,-18.1,-3.3,8.7,-3.2,2.3,-8.7,3.5,-1.6,0.4
c1ccc(-n2cnnc2SCc2cn3ccccc3n2)cc1,-1.0,2.5,14.5,-8.9,-44.6,-9.7,-7.1,-13.1,-2.7,-19.1,1.7

# More records follow:
SMILES,Ecoli viability,AddAB inh,MOR-DOR inv ag,Tat export inh,HTR5A inv ctr,PfHsp90 set2,PKA-R2B activ,PKA-R1A act,OPRM1-OPRD1 ag,Mot1-301 SUMO,phage Ecoli inh
CCCOc1cccc(OCC(=O)Nc2nc3ccccc3[nH]2)c1,-4.8,0.0,-5.3,-16.9,-12.0,3.5,-10.6,-2.1,1.1,12.0,-3.0
COCCn1c(N)c(N(Cc2ccccc2)C(=O)c2cc(=O)[nH]c3ccccc23)c(=O)[nH]c1=O,1.3,1.9,15.1,-5.6,2.9,7.1,-4.5,-16.6,-3.8,16.9,2.8
Cc1noc(C)c1CCC(=O)O,-2.1,3.0,8.6,1.5,15.9,24.5,-0.2,-1.0,-1.5,-3.5,3.5
Cc1ccnc(SCc2ccc(C(=O)O)cc2)n1,2.3,0.8,7.5,2.2,-7.7,1.9,12.9,-1.6,-1.6,2.4,1.5
O=C(NN1C(=O)c2ccccc2NC1c1ccoc1)c1ccccc1 (stereo not drawn),1.3,2.4,11.2,-1.8,6.4,-37.7,-0.6,2.3,-2.0,-17.2,3.7
O=C(NCC(c1cccs1)N1CCOCC1)c1ccc(Cl)c(S(=O)(=O)N2CCOCC2)c1 (stereo not drawn),-0.3,1.1,7.8,-2.8,0.1,-0.2,3.9,-10.1,-1.5,24.6,1.1
Cc1ccc(C(=O)Nc2nnc(SCC(=O)N3CCCc4ccccc43)s2)cc1,-0.8,3.0,-2.1,-8.7,7.5,-1.8,11.3,-8.1,0.4,-1.4,4.4
COc1ccc(/C=N/NC(=O)C(C)n2cnc3ccccc3c2=O)cc1OC (stereo not drawn),0.3,4.9,12.2,1.2,-11.2,28.5,5.6,-1.5,-2.3,-14.8,2.8
CCN(CC)CCn1c(NC(=O)c2ccc(C)cc2)nc2ccccc21,-2.6,-1.9,x,-2.4,x,7.8,-9.3,-3.0,x,-17.5,-1.4
O=C(c1cc([N+](=O)[O-])ccc1Cl)N1CCN(c2ccc(F)cc2)CC1,-1.8,-0.7,-3.6,-5.2,7.6,-59.1,-7.3,6.2,0.7,-27.5,5.0
O=C(CSc1nnc(Cc2cc(=O)[nH]c(=O)[nH]2)n1-c1ccc(F)cc1)NC1CCCC1,1.9,2.2,1.6,0.1,1.8,-31.1,10.4,-5.5,-0.3,70.5,3.3
CC(=O)NC1=NN(C(C)=O)C2(S1)C(=O)N(C(C)=O)c1ccc(C)cc12 (stereo not drawn),0.5,1.7,5.6,-3.2,3.0,5.2,4.3,-1.1,-1.2,-5.2,1.2
FC(F)Oc1ccc(NC(=S)NCc2ccccc2)cc1,-0.3,1.8,-3.2,-1.8,11.9,-10.8,-14.6,-13.4,0.6,133.1,3.4
O=S(=O)(Cc1ccc(Cl)cc1)NCC1CCCO1 (stereo not drawn),-0.7,1.2,3.0,-2.0,9.9,15.2,-9.6,2.4,-0.5,-14.7,-1.0
CCC(C)NC(=O)CSc1nc2ccccc2c(=O)n1CCCN1CCCCC1 (stereo not drawn),0.9,2.2,15.9,4.2,-23.1,18.4,3.8,0.1,-3.1,28.2,-2.3
Cc1ccc(CCNC(=O)CN2C(=O)COc3ccc(S(=O)(=O)N4CCCCC4)cc32)cc1,0.8,1.9,8.2,4.1,19.8,37.0,7.8,0.8,-1.6,-8.4,0.9
Cc1ccc(C)c(N2CCN(S(=O)(=O)c3ccc4c(c3)NC(=O)CS4)CC2)c1,1.0,4.1,-26.6,1.6,-9.6,21.5,-13.2,-2.9,5.0,3.1,1.1
Cc1ccc(C)c(NC(=S)NC(NC(=O)/C=C/c2ccccc2)C(Cl)(Cl)Cl)c1 (stereo not drawn),1.0,3.2,-14.4,0.3,-7.4,40.8,-1.9,-5.7,2.3,-4.0,-0.5
CN1CCOCCOCCN(C)C(=O)N2CCOCCOCCN(CCOCC2)C1=O,-1.6,-2.1,-7.2,5.8,-8.6,8.7,-5.4,2.1,1.2,-9.8,1.5
CCN1C(=O)[C@H]2[C@@H](c3ccc(-c4ccc(OC)cc4)cc3)N[C@@](C)(C(=O)OC)[C@H]2C1=O,0.5,2.8,1.0,1.9,2.9,-0.3,6.7,0.7,-0.2,-9.5,-2.0
COc1ccc(Cl)cc1C(=O)NNC1CC(=O)N(Cc2ccc(Cl)cc2)C1=O (stereo not drawn),0.1,0.0,-7.7,2.7,-3.0,-14.3,-3.8,-7.2,1.4,-2.5,3.0
COC(=O)c1sc(NC(=S)NNC(=O)c2c(Br)c(C)nn2C)c(C(=O)OC)c1C,-0.3,0.3,19.5,2.7,-3.7,-1.6,-7.1,-3.1,-6.0,-1.4,3.3
COc1ccc(CCNC(=O)CCCn2c(=O)c3cccn3c3cccnc32)c(OC)c1OC,1.0,0.3,5.8,-8.1,6.1,1.1,7.8,-6.9,-1.1,-13.1,2.2
COc1cccc(/C=N/n2c(-c3n[nH]c4c3CCC4)n[nH]c2=S)c1O,0.0,0.2,8.6,-7.7,12.0,-3.0,-5.8,-8.5,-1.7,-4.8,0.7
COc1ccc(/C=N/n2c(C)nnc2C)c(OC)c1OC,1.6,-0.8,-1.2,-3.9,0.5,7.5,-2.9,-3.0,0.2,x,1.9

# High-throughput results: PubChem, several laboratories
